From PubChem BioAssay
NOD2 RIPK2 PPI: NOD2-RIPK2 binding disruptors in cells, primary screen, fluorescence, CHO cells, BLA complementation; Receptor-interacting serine/threonine-protein kinase 2 (Homo sapiens), O43353; CCF4 ratio; inhibition, % at 4.98 µM; 360,000 compounds, 0.38% hits; AID 624267, 2012; in the data active means inhibition above about 21%;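 further: 0% = vehicle only and 100% = reference blocker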
Target sequence (O43353 whole entry, looked up): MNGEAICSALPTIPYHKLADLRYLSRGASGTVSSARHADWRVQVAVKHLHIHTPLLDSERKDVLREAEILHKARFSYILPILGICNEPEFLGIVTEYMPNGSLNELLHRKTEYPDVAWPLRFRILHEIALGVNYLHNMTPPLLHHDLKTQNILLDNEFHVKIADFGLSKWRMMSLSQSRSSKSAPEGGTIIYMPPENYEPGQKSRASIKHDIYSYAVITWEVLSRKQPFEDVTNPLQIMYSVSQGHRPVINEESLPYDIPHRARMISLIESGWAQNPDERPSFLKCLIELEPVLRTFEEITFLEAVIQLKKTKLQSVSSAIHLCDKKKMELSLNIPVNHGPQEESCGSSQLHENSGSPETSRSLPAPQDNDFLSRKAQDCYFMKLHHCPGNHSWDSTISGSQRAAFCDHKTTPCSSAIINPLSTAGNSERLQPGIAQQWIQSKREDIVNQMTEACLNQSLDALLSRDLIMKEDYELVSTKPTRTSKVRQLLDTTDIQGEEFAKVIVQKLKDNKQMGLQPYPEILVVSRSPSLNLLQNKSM
TLR9-MyD88 block: inhibitors of TLR9-MyD88 association in cells, primary screen, cell-based, CHO, BLA complementation, fluorescence; Toll-like receptor 9 (Homo sapiens) + Myeloid differentiation primary response protein …; CCF4 FRET ratio; inhibition, % at 4.98 µM; 340,000 compounds, 0.21% hits;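 active means inhibition above the mean over all tested compounds plus 3 SD, cut at about 21% in these data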;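 further: 0% = DMSO only wells and 100% = clavulanate BLA inhibitor control wells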
ABHD5-PLIN5 inh: ABHD5-PLIN5 interaction inhibitors, primary screen, cell lysate, split luciferase complementation, luminescence; Perilipin-5 (Homo sapiens) + 1-acylglycerol-3-phosphate O-acyltransferase ABHD5 (Homo …; Split G. princeps luciferase complementation, 4 h; inhibition, % at 4 µM; 360,000 compounds, 0.78% hits;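 active means inhibition above the mean inhibition across every tested compound plus 3 SD, cut at about 22% in these data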;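 further: 0% = DMSO only wells and the 100% control is not disclosed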
TROY NFkB inh: inhibitors of TROY-driven NF-kB signaling, primary screen, Q293 LMP1-TROYcd cells, NF-kB luciferase, uHTS. AID 1347056, 2019. inhibition, % at 10 µM. 360,000 compounds, 0.98% hits. Q293 LMP1-TROYcd NF-kB luciferase reporter, 4 h;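 active means compounds whose plate-normalised and pattern-corrected inhibition of the luciferase reporter signal at the single screening dose is 50% or more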
NR2F2 inh: NR2F2 transcriptional activity inhibitors, primary screen, cell-based, luciferase reporter, HEK293T, luminescence; COUP transcription factor 2 (Homo sapiens), P24468; HEK293T NGFI-A luciferase reporter; inhibition, % at 8.6 µM; 370,000 compounds, 0.7% hits; AID 686940, 2013;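 active means inhibition above a per-plate cutoff, mean inhibition of test wells between control levels plus 3 SD, cut at about 38% in these data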;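 further: cells cotransfected with COUP-TFII expression vector driving the NGFI-A reporter; 0% = median of COUP-TF2 test wells and 100% = reporter-only cells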
NCOA1 inh: SRC1 coactivator transcriptional activity inhibitors, primary screen, cell-based, luminescence. HEK293 GAL4-SRC1 luciferase reporter. AID 588354, 2011. inhibition, % at 3.6 µM. 360,000 compounds, 0.12% hits. Nuclear receptor coactivator 1 (Homo sapiens), Q15788;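 active means inhibition above the campaign mean plus 3 SD, with each screening campaign given its own cutoff, cut at about 60% in these data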;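 further: 0% = DMSO treated cells and 100% = gossypol at 36 µM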
Granule exo inh: LAMP-1 surface exposure blockers, TALL-104 cells – cell-based, flow cytometry, MLPCN library, primary screen; TALL-104 LAMP-1 surface exposure; cells stimulated with thapsigargin and PMA; inhibition, % at 10 µM; 360,000 compounds, 0.66% hits;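 active means inhibition above about 55%, limit read from the data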
NCOA3 inh: SRC3 coactivator transcriptional activity inhibitors, primary screen, cell-based, luminescence. 360,000 compounds, 0.17% hits. Nuclear receptor coactivator 3 (Homo sapiens), Q9Y6Q9. HEK293 GAL4-SRC3 luciferase reporter. inhibition, % at 3.6 µM;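 active means inhibition above a per-campaign cutoff, the mean of all compounds plus 3 SD, cut at about 60% in these data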;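 further: 0% = DMSO-treated cells and 100% = gossypol-treated cells at 36 µM; higher means less SRC3-driven luciferase light from the GAL4 reporter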
SRC2 inh: inhibition of GAL4-SRC2 driven luciferase reporter, primary screen, SRC2 inhibitor project, cell-based, luminescence. Nuclear receptor coactivator 2 (Homo sapiens), Q15596. HEK293 GAL4-SRC2 luciferase reporter. inhibition, % at 9 µM. 370,000 compounds, 0.17% hits;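 active means inhibition above the mean inhibition of all tested compounds plus 3 SD, set per campaign, cut at about 52% in these data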;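 further: 0% = DMSO treated cells and 100% = cells given Gossypol at 36 µM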
LRH-1 inv ag: LRH-1 (NR5A2) inverse agonists, primary screen, cell-based, luminescence, HEK293T, StAR-luciferase reporter. LRH-1 transfected, 24 h. inhibition, % at 3.6 µM. 360,000 compounds, 0.13% hits. AID 602396, 2012;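 active means inhibition above the mean inhibition of all tested compounds plus 3 SD, cut at about 73% in these data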;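 further: 0% = DMSO wells and 100% = reporter-only cells lacking LRH-1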
Target sequence (O00482 whole entry, looked up): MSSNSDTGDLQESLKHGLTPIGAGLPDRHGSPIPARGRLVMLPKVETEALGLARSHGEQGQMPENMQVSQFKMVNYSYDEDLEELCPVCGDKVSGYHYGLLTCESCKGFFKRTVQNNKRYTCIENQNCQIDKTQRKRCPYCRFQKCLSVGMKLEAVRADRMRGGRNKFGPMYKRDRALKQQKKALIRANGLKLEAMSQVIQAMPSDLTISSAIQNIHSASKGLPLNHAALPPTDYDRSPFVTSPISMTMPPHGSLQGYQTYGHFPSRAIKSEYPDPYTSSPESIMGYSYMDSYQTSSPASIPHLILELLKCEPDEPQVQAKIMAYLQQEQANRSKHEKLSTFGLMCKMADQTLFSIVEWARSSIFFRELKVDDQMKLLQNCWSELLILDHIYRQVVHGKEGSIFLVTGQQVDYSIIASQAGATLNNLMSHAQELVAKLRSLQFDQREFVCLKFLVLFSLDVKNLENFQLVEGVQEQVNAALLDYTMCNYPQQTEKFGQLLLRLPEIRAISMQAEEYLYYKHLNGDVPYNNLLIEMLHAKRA
TWEAK-Fn14 inh: inhibitors of TWEAK-Fn14 signaling, primary screen, luciferase reporter cells, uHTS; TWEAK-stimulated Fn14 reporter cells, luciferase luminescence, 8 h; inhibition, % at 10 µM; 360,000 compounds, 2% hits; AID 1159606, 2016; in the data active means inhibition above about 50%
The depositor's hits bear a star; . = not tested or not shown. Only part of the results is shown, so the mix of outcomes need not match the whole.

molecule	NCOA3 inh	LRH-1 inv ag	TROY NFkB inh	Granule exo inh	TLR9-MyD88 block	NCOA1 inh	ABHD5-PLIN5 inh	NOD2 RIPK2 PPI	TWEAK-Fn14 inh	NR2F2 inh	SRC2 inh
O=C(Nc1nc(-c2cccs2)cs1)c1cccc(S(=O)(=O)N2CCCCCC2)c1	-20.1	-10.7	20.4	0.6	2.6	-7.4	-6.2	-8.4	10.3	10.4	-1.0
Cc1ccc(NC(=O)CNCCCN2CCOCC2)cc1S(=O)(=O)N1CCCCC1	7.3	4.8	5.7	0.1	-1.4	-21.9	3.0	-5.5	-9.2	2.0	3.2
Cc1cccc(C(C)C)c1NC(=O)CN1C(=O)NC(Cc2ccccc2)C1=O (stereo not given)	-4.7	1.1	4.5	3.5	5.1	3.6	-2.0	-2.9	-19.4	-31.6	-26.9
O=C(CSCc1cnn(-c2ccccc2)c1-n1cccc1)NCc1ccc2c(c1)OCO2	11.2	4.7	-18.4	-2.1	-7.3	3.6	6.4	-10.0	-13.5	13.1	4.0
CC(C)C(=O)Nc1ccc(C(=O)N/N=C/C2CC3C=CC2C3)cc1 (stereo not given)	-10.0	15.1	29.5	6.4	12.8	9.6	3.9	-7.0	-7.9	-9.1	-18.4
COc1ccc(C(=O)NC2CC(C)(C)NC(C)(C)C2)cc1S(=O)(=O)N1CCOCC1	-2.5	-4.7	-18.5	-2.4	3.4	-6.8	0.2	3.6	-7.4	-2.9	11.4
COc1cccc(NC(=O)CN(C)C(=O)Cc2ccc3c(c2)CCC3)c1	-9.8	-4.6	2.8	5.2	-8.6	2.5	-6.4	6.4	1.7	-0.4	13.9
COc1ccccc1CNC(=O)C1CCN(S(=O)(=O)c2ccc3nc4c(c(C(=O)O)c3c2)CCCC4)CC1	-16.3	5.4	-7.3	-2.0	-5.0	1.4	4.2	-13.7	24.5	-2.5	-2.6
COc1cc(-c2coc3c(C(=O)NCc4ccc(N(C)C)cc4)cccc23)ccc1O	-6.4	21.8	-12.1	3.6	.	-1.2	-8.0	8.7	1.0	-6.2	-20.1
Cc1ccc2nc(CNC(=O)C3CCC(=O)N(Cc4ccccc4F)C3)cn2c1 (stereo not given)	16.2	-6.0	-6.7	2.3	-5.9	1.6	5.2	3.2	0.3	4.8	4.6
CCc1n[nH]c(=S)n1/N=C/c1c(O)ccc2ccccc12	-3.2	14.6	21.7	0.3	0.0	11.4	8.3	-1.0	-3.0	-10.5	-21.3
CNC(=O)c1cc(S(=O)(=O)Nc2ccc(C)cc2C)ccc1C	7.0	14.4	3.9	0.3	2.4	11.6	-2.0	-1.9	5.8	17.9	-31.2
CCc1nc2c(OCc3ccc(F)cc3)cccn2c1N(C)C(=O)CC(C)C	2.7	12.1	2.3	4.0	.	-30.5	-2.2	-5.8	0.3	2.3	-7.5
CCC(C)(C)c1ccc(Oc2cccc(C(=O)O)c2)cc1	-73.2	-75.2	-43.4	7.1	3.5	-86.3	5.9	-6.8	-18.7	-19.9	-26.0
COc1cccc(N2C(=NC(=O)C3CCCCC3)SC3CS(=O)(=O)CC32)c1 (stereo not given)	8.2	9.7	-6.8	-3.8	0.1	-22.4	-1.2	-5.4	-8.6	8.8	6.3
Clc1ccccc1-c1nc(/C=N/N2CCOCC2)c2ccccn12	4.1	8.3	-6.9	4.3	-9.1	-41.2	-17.1	11.7	17.8	-7.7	-7.0
COCCNC(=O)CSc1nc2ccccc2c2nc(C)nn12	-25.9	-10.5	2.3	2.4	-3.4	-7.8	-11.4	-0.1	-2.1	4.7	-18.9
CS(=O)(=O)N1CCC(C(=O)Nc2cccc(Br)c2)CC1	15.4	2.6	-6.2	2.7	-0.6	-2.2	-7.7	15.1	-0.7	-7.9	0.2
CCOC(=O)c1cc(C(=O)c2cccs2)n2ccc(C(C)=O)cc12	2.8	12.0	.	97.0*	-0.3	-8.7	0.7	-4.9	9.5	0.3	-13.6
O=C(CSc1ccc2ccccc2n1)N/N=C/c1ccc(O)cc1	2.8	-9.6	20.7	-3.6	-7.8	7.2	-4.5	-2.0	-9.7	-12.0	-6.2
Cc1ccc(/C=C/C(=O)c2ccccc2O)cc1	-32.0	-14.5	-63.4	-2.9	-4.5	-19.4	20.6	-7.5	1.5	-4.1	-14.8
CCN(CC)CCNC(=O)c1ccc(NC(=O)/C=C/c2ccc3ccccc3n2)cc1	-12.8	13.7	0.5	-1.1	4.9	-8.8	9.5	-5.5	13.9	18.6	-32.3
O=C(COC(=O)COc1ccc(Cl)cc1)NC1CCCCCC1	9.9	-9.0	4.3	19.4	-0.4	3.3	-5.0	6.0	15.8	2.8	0.7
COc1ccc(C2/C=C\CN(CC(C)(C)C)CC(=O)N2Cc2ccc(F)cc2)cc1 (stereo not given)	6.2	-35.4	-4.0	-0.3	0.7	-3.5	-7.5	5.1	21.4	-7.0	16.1
Cc1ccc(NC(=O)COC(=O)c2ccc([N+](=O)[O-])o2)cc1S(=O)(=O)N1CCCCCC1	6.8	5.2	-2.0	4.2	-2.5	14.2	-1.0	-0.7	6.1	7.6	-15.5
CC(=O)N/C(=C\c1ccccc1)C(=O)OC(C)C(=O)N(C)c1ccccc1 (stereo not given)	6.1	-10.5	-1.1	-3.4	0.8	3.5	-8.9	-8.1	7.5	-17.3	13.0
COc1ccc(-c2cn(Cc3ccc4ccccc4c3)nn2)cc1	-6.4	-16.8	-7.1	-10.1	4.0	-18.3	4.1	-3.0	-19.8	-7.4	-5.8
Cc1ccccc1CSCCNC(=O)CSCc1ccc([N+](=O)[O-])cc1	15.6	6.7	10.0	-0.8	-2.1	2.4	0.5	7.9	3.2	1.4	5.4
CC(C)(C)c1nnc(NC(=O)c2cccnc2)s1	9.4	-9.0	-8.1	3.9	-10.9	3.4	10.9	-11.1	1.1	-6.5	-24.8
O=C(NCC1CCCO1)C(c1cccs1)N(Cc1ccccc1Cl)C(=O)c1ccc(-c2ccccc2)[nH]1 (stereo not given)	8.6	-7.8	7.8	-2.3	-7.0	-5.4	2.5	3.8	23.5	-2.4	-25.5
O=[N+]([O-])c1ccc(SCCc2ccccn2)cc1	-15.2	-0.6	-40.3	-7.2	5.8	-10.6	-1.6	-1.6	-3.9	-17.3	-30.8
CCOC1CS(=O)(=O)CC1OCC (stereo not given)	-31.4	1.2	2.2	-1.3	-7.5	-7.9	-0.2	4.1	8.8	4.4	-7.2
O=C(CSc1ccccc1C(=O)N1CCCCC1)NCC1CCCCC1	2.6	-1.1	-3.6	-0.3	-10.2	-6.8	-8.8	1.7	1.5	5.0	-8.2
CC(=O)C1=CCC(c2ccc(C)o2)N(S(=O)(=O)c2ccc(C)cc2)C1 (stereo not given)	-5.0	-12.2	3.4	1.1	.	3.3	-5.2	9.1	-3.0	-19.8	-26.7
CCC(C)(C)NC(=O)Nc1cc(Cl)ccc1OC	15.2	-18.0	3.7	0.8	-15.6	-13.3	-3.7	-1.1	12.9	-6.6	-12.1
Cc1c(C(=O)OC2CCCCC2)sc2nc[nH]c(=O)c12	-5.5	7.5	-30.5	2.1	-3.4	-1.1	2.6	-0.4	-13.4	-15.3	7.5
COc1ccc(C(=O)N/N=C/c2ccc(N3CCOCC3)s2)cc1OC	-37.4	8.8	-5.7	3.4	6.2	-11.9	-2.4	8.5	2.7	-21.1	-8.4
CC(C)c1ccc(NC(=O)COC(=O)C2CC3C=CC2C3)cc1 (stereo not given)	-4.4	-27.1	-59.4	-1.4	-1.5	-11.4	-8.6	-12.3	-45.2	-28.4	8.9
O=C(c1cccs1)N1CCCC(c2nc3c(nnn3Cc3c(Cl)cccc3Cl)c(=O)[nH]2)C1 (stereo not given)	8.1	14.9	-36.0	76.8*	5.0	11.8	8.3	0.9	0.9	-7.3	-3.5
Cc1cc(-n2c(C)cc(C(=O)CSc3nnc4sc5ccccc5n34)c2C)no1	-7.4	-1.3	14.8	-1.5	-4.9	-4.5	-9.3	-6.9	-12.3	11.1	-19.0
O=c1c2c(-c3ccco3)csc2nc(SCc2cn3cccnc3n2)n1-c1ccccc1	-0.6	0.6	-16.6	-1.1	-4.8	-80.8	48.1*	-4.4	0.4	3.2	22.8
O=C(NCC1CCCO1)c1ccc2c(=O)n(Cc3ccco3)c(SCC(=O)N3CCCC3)nc2c1 (stereo not given)	10.2	0.3	-9.6	-1.6	-5.3	-0.1	0.9	-1.4	-1.9	0.7	-9.0
COc1ccc([C@H]2CC(=O)C=C(c3cccc(OC)c3OC)C2)cc1OC	22.5	14.8	-7.2	-0.6	2.5	-6.2	10.3	-4.1	17.9	20.9	19.0
Cc1ccc(OCC(=O)OC(C)CN2CCCCC2)cc1 (stereo not given)	2.8	-1.7	4.5	-7.1	-7.1	21.9	0.5	6.6	-1.0	11.4	-4.5
Cc1cccc(-n2c(N)cc(=O)[nH]c2=S)c1	-0.7	0.9	-18.5	-1.2	-2.4	6.6	-6.8	-9.9	-2.1	-16.0	8.8
COc1ccccc1N1CCN(C(=O)C(=O)c2c(C)n(C)c3ccccc23)CC1	-13.9	4.6	12.1	-1.7	6.7	-5.0	-0.3	0.7	-0.9	-5.8	-5.3
CC(=O)OCCN(CCCn1c(-c2ccncc2)nc2ccccc21)c1nc(CN2CCCCC2)cs1	4.7	13.2	-7.7	3.1	-4.3	-18.2	2.8	-4.7	-0.8	-6.9	3.7
COc1ccc(Cl)cc1NC(=O)N1CCN(c2ccccc2OC)CC1	18.7	-6.4	-0.6	2.7	7.7	-9.7	2.4	1.3	-9.2	9.5	2.0
COc1ccc(CN2CCC(n3nccc3NC(=O)CCc3ccccc3)CC2)c(C)c1C	19.6	10.8	-1.2	-0.3	-5.3	-15.5	4.2	-0.2	2.9	-9.3	9.4

Ordered by the number under ABHD5-PLIN5 inh (low to high): three of the compounds above.
| structure | ABHD5-PLIN5 inh |
| --- | --- |
| Cc1cc(-n2c(C)cc(C(=O)CSc3nnc4sc5ccccc5n34)c2C)no1 | -9.3 |
| O=C(CSc1ccccc1C(=O)N1CCCCC1)NCC1CCCCC1 | -8.8 |
| COc1ccc(-c2cn(Cc3ccc4ccccc4c3)nn2)cc1 | 4.1 |
